LMPTP inh: LMPTP phosphatase inhibitors, primary screen, biochemical, fluorescence intensity, uHTS | recombinant LMPTP-A, OMFP fluorogenic substrate | inhibition, % at 20 µM | 0.22% of 360,000 active;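 active means compounds that cut the enzyme signal by at least half of the control window in the single-dose screen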;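 further: plate controls were DMSO wells with enzyme plus substrate for no effect and substrate without enzyme for full effect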
Target sequence (P24666 whole entry, looked up): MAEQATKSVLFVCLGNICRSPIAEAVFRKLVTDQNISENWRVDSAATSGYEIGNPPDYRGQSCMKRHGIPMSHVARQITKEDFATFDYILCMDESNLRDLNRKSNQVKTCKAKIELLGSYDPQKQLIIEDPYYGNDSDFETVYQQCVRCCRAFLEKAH
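material = LMPTP-A | quantity = 0.625 nM enzyme | reagent = OMFP substrate, 400 µM final | buffer or medium = Bis-Tris pH 6.0, DTT, detergent | detection = endpoint fluorescence intensity from OMFP dephosphorylation | dosing = single 20 µM dose | read-out basis = % inhibition relative to no-enzyme and uninhibited control wells | control set = no-enzyme and uninhibited controls | timing = 50 min at room temperature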
DNMT1 block: human DNMT1 methyltransferase inhibitors, primary screen, biochemical, molecular beacon, fluorescence, HinP1I cleavage, uHTS; DNA (cytosine-5)-methyltransferase 1 (Homo sapiens), P26358; 0.83% of 360,000 active; inhibition (reported as % activation of signal), % at 10 µM; AID 588458, 2011; in the data active means inhibition above about 50%
SKN-1 inh: suppressors of acrylamide-induced Pgst-4::GFP reporter in worms, primary screen, SKN-1 inhibitor project, whole organism, uHTS, GFP/RFP fluorescence ratio, strain VP596 | C. elegans VP596 Pgst-4::GFP/RFP ratio, 24 h | inhibition, % at 21.8 µM | 0.49% of 360,000 active;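 active means interference check ratio from 0.5 to 1.5 plus GFP to RFP signal ratio inhibition reaching or exceeding a fixed threshold, cut at about 30% in these data, passing the limit was not always enough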; further: some compounds called inactive have numbers as strong as hits
Neddyl block: inhibitors of cullin neddylation, primary screen, biochemical, TR-FRET, uHTS, NAE and Ubc12 | NEDD8-conjugating enzyme Ubc12 (Homo sapiens) + NEDD8-activating enzyme E1 regulatory … | calls only at 25 µM | 0.58% of 360,000 active; in the data active means inhibition above about 36%
NadD block: inhibitors of S. aureus NadD, primary screen, biochemical, colorimetric, uHTS; inhibition, % at 20 µM; 0.78% of 360,000 active; Nicotinate-nucleotide adenylyltransferase NadD (Staphylococcus aureus N315); purified NadD enzyme, colorimetric absorbance read-out; in the data active means inhibition above about 26%; further: some compounds past the cut are filed as inactive
Scp-1 inhibitor: Scp-1 phosphatase inhibitors, primary screen, biochemical, colorimetric, uHTS; 0.88% of 340,000 active; inhibition, % at 20 µM; Carboxy-terminal domain RNA polymerase II polypeptide A small phosphatase 1 (Homo …; Recombinant Scp1, phosphopeptide, malachite green phosphate absorbance; AID 493091, 2011;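 active means inhibition above about 50% at 20 µM, limit read from the data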;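 further: plate controls were DMSO wells with enzyme for no effect and wells lacking enzyme for full effect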
Target sequence (Q9GZU7 76-261 limits assumed): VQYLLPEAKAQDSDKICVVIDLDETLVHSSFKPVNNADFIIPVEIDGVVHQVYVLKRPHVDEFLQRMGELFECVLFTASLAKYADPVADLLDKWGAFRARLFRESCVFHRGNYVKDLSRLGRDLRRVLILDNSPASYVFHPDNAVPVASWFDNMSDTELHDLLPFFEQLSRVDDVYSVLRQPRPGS
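System: truncated SCP-1 phosphatase (76-261aa); medium: Tris acetate buffer pH 5.5 with MgCl2 and Tween-20; incubation: 45 min room-temperature reaction, 5 min colour, 30 min stabiliser; compound: single 20 µM dose, 1% DMSO; reagent: Phosphorylated 17-residue peptide substrate; read-out: % inhibition at 20 µM; technique: colorimetric free-phosphate detection, absorbance 630 nm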
SUMO1 PPI mod: modulators of SUMO1 protein-protein interactions, primary screen, biochemical, uHTS; Small ubiquitin-related modifier 1 (Homo sapiens), P63165; inhibition, % at 20 µM; SUMO1 binding to a labelled peptide, TR-FRET, 1 h; 0.33% of 360,000 active; in the data active means inhibition above about 37%
Target sequence (P63165 whole entry, looked up): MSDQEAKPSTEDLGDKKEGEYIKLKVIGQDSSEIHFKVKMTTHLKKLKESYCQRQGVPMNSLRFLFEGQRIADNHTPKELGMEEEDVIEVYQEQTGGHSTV
Tb MetRS inh: T. brucei MetRS inhibitors, primary screen, biochemical, luminescence | methionyl-tRNA synthetase (Trypanosoma brucei brucei) | purified T. brucei MetRS, ATP depletion, Kinase-Glo luminescence | inhibition, % at 11.9 µM | 0.4% of 360,000 active | AID 624268, 2012;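 active means inhibition above a per-plate cutoff of the control wells' mean inhibition plus 3 SD, cut at about 5.5% in these data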;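 further: 0% = DMSO wells median and 100% = median of wells with control inhibitor compound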
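Dosing: 11.9 µM single point; system: parasite MetRS enzyme; technique: luminescence of leftover ATP; times: 15 min enzyme-compound preincubation, 2 h reaction, 10 min detection, 25 °C; replicates: each compound tested once; read-out basis: percent inhibition relative to median high and low control wells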
NRP1-CendR mod: modulators of CendR peptide binding to NRP-1, primary screen, biochemical, fluorescence polarization, uHTS | Neuropilin-1 (Homo sapiens), O14786 | FAM-RPARPAR peptide binding to NRP-1 | inhibition, % at 25 µM | 0.85% of 360,000 active | AID 602438, 2012;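 active means inhibition or corrected inhibition above about 18%, plus a signal ratio from 0.5 to 1.5, limit read from the data, passing the limit was not always enough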; further: strong numbers were not always called active
STEP block: STEP phosphatase inhibitors, primary screen, biochemical, fluorescence intensity, uHTS; AID 588621, 2011; 0.25% of 360,000 active; inhibition, % at 20 µM; recombinant STEP, OMFP fluorogenic substrate;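 active means inhibition at 20 µM, scaled per plate between control wells, above about 37%, limit read from the data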;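 further: 0% = DMSO with enzyme and substrate and 100% = substrate only without enzyme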
Target sequence (P54829 whole entry, looked up): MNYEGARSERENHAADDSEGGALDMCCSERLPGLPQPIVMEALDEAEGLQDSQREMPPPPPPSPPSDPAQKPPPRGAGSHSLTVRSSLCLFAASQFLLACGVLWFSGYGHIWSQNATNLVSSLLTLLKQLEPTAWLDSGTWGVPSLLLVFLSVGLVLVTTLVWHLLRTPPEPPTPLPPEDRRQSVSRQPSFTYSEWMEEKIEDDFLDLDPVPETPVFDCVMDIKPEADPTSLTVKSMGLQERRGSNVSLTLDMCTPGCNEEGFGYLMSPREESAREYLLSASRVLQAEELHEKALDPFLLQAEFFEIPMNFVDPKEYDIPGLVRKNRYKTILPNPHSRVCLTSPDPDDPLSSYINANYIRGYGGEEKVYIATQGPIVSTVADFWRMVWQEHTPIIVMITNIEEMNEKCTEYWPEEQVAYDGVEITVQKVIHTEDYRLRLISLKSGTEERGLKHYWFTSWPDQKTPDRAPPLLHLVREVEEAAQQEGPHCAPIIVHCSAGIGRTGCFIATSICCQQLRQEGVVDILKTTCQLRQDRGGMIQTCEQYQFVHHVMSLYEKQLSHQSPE
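Also added – OMFP at 25 µM · Test system – STEP tyrosine phosphatase · Technique – FITC-channel fluorescence of OMFP product · Schedule – 20 min at room temperature, dark · Evaluation – control-normalized % inhibition with plate pattern correction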
* marks the source's active call; other numbers are inactive results; i = inactive; · = not tested or not shown. Compounds were not picked by outcome. About 4.6% of those tested had a hit in this group.

SMILES	LMPTP inh	DNMT1 block	SKN-1 inh	Neddyl block	NadD block	Scp-1 inhibitor	SUMO1 PPI mod	Tb MetRS inh	NRP1-CendR mod	STEP block
O=C(c1cccs1)N1C[C@@H](O)[C@H](n2cc(C3CC3)nn2)C[C@@H]1c1ccccc1	-0.7	7	3	i	2	·	2	-0.5	-12	0
O=C1CCC/C1=c1\s/c(=C\c2cccnc2)c(=O)n1-c1ccccc1	1.4	-1	-9	i	2	-2	-23	0.1	-14	10
CCN(CC)S(=O)(=O)c1ccc(N2Cc3ccccc3C2=N)cc1	-1.1	2	-5	i	-3	3	3	-1.4	-7	-4
COc1ccc(CCNC(=O)COc2ncnc3ccccc23)cc1OC	-0.8	1	3	i	-6	-3	-1	-0.4	-3	1
O=C1CN(C(=O)NCCC(=O)NC2CCCCC2)c2ccccc2N1	-0.5	-1	-14	i	10	-11	0	-0.7	4	0
Nc1ccccc1NC(=O)NC(=O)c1ccccc1	5.7	3	12	i	-6	-2	5	-0.5	-2	2
CC1(C)CC(Cc2ccccc2C(F)(F)F)N(C(=O)OC(C)(C)C)C1 (stereo unspecified)	0.2	·	7	i	·	·	-1	-0.1	22	·
Cc1ccc(Cn2c(CN3CCOCC3)nc3c2c(=O)n(C)c(=O)n3C)cc1	-0.8	-1	-1	i	2	0	3	0.6	10	-5
O=C(O)Cn1c(-c2cscn2)nc2ccccc21	-1.7	2	-3	i	7	-2	4	0.9	4	-2
O=C(O)CSc1ncnc2c1oc1ccccc12	-2.7	3	-12	i	-16	0	1	-1.2	14	-1
COc1cc(C)c(S(=O)(=O)N2CCOCC2)cc1C(C)C	-1.7	-2	11	i	-1	7	1	-0.2	2	-1
CC(=O)c1ccc(S(=O)(=O)NC2CC(=O)N(c3cccc(F)c3)C2)cc1 (stereo unspecified)	0.1	-3	3	i	-1	-5	-1	-0.3	7	0

The final 3 records of the section before are carried over, then new ones follow.
SMILES	LMPTP inh	DNMT1 block	SKN-1 inh	Neddyl block	NadD block	Scp-1 inhibitor	SUMO1 PPI mod	Tb MetRS inh	NRP1-CendR mod	STEP block
O=C(O)CSc1ncnc2c1oc1ccccc12	-2.7	3	-12	i	-16	0	1	-1.2	14	-1
COc1cc(C)c(S(=O)(=O)N2CCOCC2)cc1C(C)C	-1.7	-2	11	i	-1	7	1	-0.2	2	-1
CC(=O)c1ccc(S(=O)(=O)NC2CC(=O)N(c3cccc(F)c3)C2)cc1 (stereo unspecified)	0.1	-3	3	i	-1	-5	-1	-0.3	7	0
O=C(CN1C(=O)S/C(=C\c2ccccn2)C1=O)Nc1ccccc1	-1.0	25	22	i	-6	-6	-1	-0.1	-10	2
Cc1ccc(OC(C)C(=O)N=Nc2c(O)[nH]c3ccc([N+](=O)[O-])cc23)cc1 (stereo unspecified)	2.7	7	2	i	19	-8	-8	0.0	11	1
C[C@H](CO)N1C[C@H](C)[C@H](CN(C)Cc2ccc(C(=O)O)cc2)OCc2ccccc2-c2c(n(C)c3ccccc23)C1=O	-2.9	-3	-1	i	10	·	3	0.8	3	1
CCOc1cc(C)c(S(=O)(=O)N2CCCCC2)cc1C	0.6	2	8	i	-10	-10	-2	-0.2	8	1
Cc1[nH]c(=O)[nH]c(=O)c1N(C)C	-1.9	2	7	i	-4	-6	-1	0.5	-10	-2
CC(C)NS(=O)(=O)c1ccc(OCC(=O)NC2CCCCCC2)cc1	0.4	-1	3	i	-1	-4	-2	0.1	-8	-1
CC(C)SCCCCOc1ccc2ccccc2c1	3.1	1	24	i	-8	-10	-4	-0.5	0	0
CCOC(=O)C(CCCCCCC(NC(C)=O)(C(=O)OCC)C(=O)OCC)(NC(C)=O)C(=O)OCC	-1.0	5	-1	i	-4	-5	-4	-0.6	8	1
O=C(CCSc1ccccc1)Nc1ccc(S(=O)(=O)Nc2ncccn2)cc1	0.4	1	-11	i	-3	-7	4	0.7	10	-1
O=C(O)CC(c1ccc(F)cc1F)N1Cc2ccccc2C1=O (stereo unspecified)	-0.8	1	12	i	-1	-16	2	-0.4	0	0
CCOc1ccc(N(CC(=O)NCc2ccc(F)cc2)C(=O)c2snc(C(N)=O)c2N)cc1	-1.1	0	2	i	5	-5	0	-0.1	2	2
CSc1ccc(NC(=O)Nc2cc(C)ccn2)cc1	-2.1	1	2	i	-7	-12	1	-1.2	4	-2
CC(C)n1c(-c2ccccc2F)n[nH]c1=S	-0.3	3	-17	i	-5	0	1	-1.7	-11	-10
CN(CC(=O)Nc1ccccc1C(F)(F)F)C(=O)Cc1ccccc1F	-0.2	-1	-1	i	1	3	-2	-0.3	1	-3
CC(NC(=O)c1ccc2ccccc2n1)c1ccccc1 (stereo unspecified)	-0.7	4	-6	i	1	-5	3	-1.5	0	2
Cc1cc2oc(C(=O)NC3CCS(=O)(=O)C3)c(C)c2cc1C (stereo unspecified)	-0.5	-2	6	i	-2	-2	3	-0.9	-4	2
CN1CCN(CCCc2c3c(cc4c2CCC4)CCC3)CC1	-5.9	1	9	i	-11	-14	-4	-1.0	4	-6
COc1ccc(C(=O)NC(=S)NNC(=O)c2ccc(C)cc2)cc1	-0.5	0	-5	·	-3	-9	5	2.5	-3	2
O=C1CCCC2=C1C(c1cccc(O)c1)C1=C(N2)c2ccccc2C1=O (stereo unspecified)	3.3	-1	19	i	-4	-6	-27	0.0	3	0
CN(C)CCCNc1nc(N)c([N+](=O)[O-])c(NCCO)n1	-3.7	2	10	i	-4	-6	-5	-0.4	8	0
CCN(CC(=O)NC(c1ccccc1)c1ccccc1)Cc1nc2ccccc2c(=O)[nH]1	-1.6	-1	6	i	4	-7	1	-0.1	0	-6
O=C(c1ccccc1)N1CCCC(C(=O)N2CCc3ccccc3C2)C1 (stereo unspecified)	0.2	-2	-6	i	-4	-18	2	0.3	-8	0
Cc1ccoc1C(=O)Nc1cccc(Oc2ccccc2)c1	2.1	-8	-24	i	-11	-14	0	-1.4	7	1
CN(C)C(=O)CNc1n[nH]c(=S)[nH]c1=O	5.0	8	-5	i	-3	-11	1	0.4	0	0
Cc1ccc(Cl)cc1S(=O)(=O)N1CCC(C(=O)NC2CCN(Cc3ccccc3)CC2)CC1	0.2	-1	6	i	-7	-9	2	0.4	-3	1
COC(=O)[C@H]1Cc2cnoc2C[C@]1(C)C(=O)O	-1.3	4	-3	i	-1	-2	-2	-0.1	3	-6
O=C(c1ccccc1)c1nn(-c2ccc(Cl)cc2)c(=O)cc1C(F)(F)F	1.7	16	21	i	-11	-22	14	-1.1	2	2
Cc1nn(Cc2ccccc2Cl)c(C)c1NC(=O)C1C2CCC(O2)C1C(=O)O (stereo unspecified)	-0.4	0	4	i	0	6	8	0.1	3	-3
c1ccc(-c2noc(-c3ccno3)n2)nc1	0.7	3	5	i	0	-11	2	1.4	5	0
O=C(CN1CCN(C(C(=O)Nc2ccc(F)cc2)c2ccccc2)CC1)NC1CC1 (stereo unspecified)	-0.5	1	16	i	1	-8	0	0.2	-11	9
CC(C)C[C@H](NC(=O)OC(C)(C)C)C(=O)N[C@@H](CO)[C@H](O)[C@@H]1C[C@@H]1C(=O)NC1CCCCC1	-0.4	-2	-16	i	1	1	4	-0.3	-10	-1
Cc1ccc(NC(=O)CN2C(=O)NC3(CCc4ccccc43)C2=O)cc1Cl (stereo unspecified)	1.2	-6	-17	i	-1	-5	2	-0.6	-12	-1
Oc1c(Cl)cc(Cl)c(Cl)c1CN1CCOCC1	0.0	4	10	i	-5	-4	0	-0.3	4	-3
Cc1cc(C)c(Cn2c3ccccc3c3cnn(CC(=O)NCCN4CCOCC4)c(=O)c32)c(C)c1	-5.1	-10	4	i	-8	-9	-2	-0.7	4	1
CC(C(=O)NCc1ccccc1)N1CCN(c2ccc(F)cc2)CC1 (stereo unspecified)	-2.4	0	6	i	-3	-10	-1	-0.9	14	-2
O=C(c1cnccn1)N(Cc1ccco1)C1(C(=O)NC2CCCCC2)CCCCC1	0.4	1	3	i	-2	-5	-2	0.0	-1	3
C=CCn1c(-c2ccccc2OCC)n[nH]c1=S	-0.6	0	12	i	-4	-3	-1	0.1	4	0
CCCCC(=O)Nc1ccc(C)c(S(=O)(=O)N2CCCCCC2)c1	0.3	-4	-1	i	-7	2	4	-0.3	-2	0

Single records, from the list above. Values in the order: LMPTP inh	DNMT1 block	SKN-1 inh	Neddyl block	NadD block	Scp-1 inhibitor	SUMO1 PPI mod	Tb MetRS inh	NRP1-CendR mod	STEP block
O=C(CN1CCN(C(C(=O)Nc2ccc(F)cc2)c2ccccc2)CC1)NC1CC1 (stereo unspecified) across the screens: -0.5	1	16	i	1	-8	0	0.2	-11	9
Cc1cc(C)c(Cn2c3ccccc3c3cnn(CC(=O)NCCN4CCOCC4)c(=O)c32)c(C)c1 across the screens: -5.1	-10	4	i	-8	-9	-2	-0.7	4	1

Some values from the results shown.
Entry of CCCCC(=O)Nc1ccc(C)c(S(=O)(=O)N2CCCCCC2)c1 under Tb MetRS inh: -0.3
Entry of CC(C)C[C@H](NC(=O)OC(C)(C)C)C(=O)N[C@@H](CO)[C@H](O)[C@@H]1C[C@@H]1C(=O)NC1CCCCC1 under DNMT1 block: -2
Entry of C=CCn1c(-c2ccccc2OCC)n[nH]c1=S under STEP block: 0
Entry of c1ccc(-c2noc(-c3ccno3)n2)nc1 under STEP block: 0
Entry of COC(=O)[C@H]1Cc2cnoc2C[C@]1(C)C(=O)O under SKN-1 inh: -3
Entry of Oc1c(Cl)cc(Cl)c(Cl)c1CN1CCOCC1 under SKN-1 inh: 10

Source: PubChem BioAssay (several laboratories)
